Assay outcomes from PubChem.
phage Ecoli inh = E. coli growth loss with phage present | growth absorbance | inhibition, % at 11.9 µM | hit rate 0.26% among 360,000 | AID 651602; in the data active = inhibition above about 11%
Mot1-301 SUMO = inhibitors of SUMOylation pathway: yeast Mot1-301 growth rescue | S. cerevisiae Mot1-301 growth rescue, ATP luminescence, 38.5C; percent above DMSO median, 100 means doubled | hit rate 1% among 320,000 | AID 2716 | growth rescue, % at 18.8 µM;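 active = every valid replicate shows activation above 250% relative to neutral control wells; inactive = the rest, any valid replicate at or below 250%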;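 note: OY570 slx delta 5 strain wells were the positive control but not used for scaling; some compounds called inactive have numbers as strong as hits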
AddAB inh = less growth of phage-infected E. coli with AddAB. AID 435030. E. coli expressing H. pylori AddAB, absorbance growth. inhibition, % at 11.9 µM. hit rate 0.29% among 330,000; in the data active = inhibition above about 12%;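 note: 0% = vehicle wells of infected cells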
Tat transport = E. coli Tat transport inhibition | inhibition, % at 10 µM | E. coli MC4100 TorA-mCherry Tat export, fluorescence | AID 488895 | hit rate 0.036% among 340,000;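 active = mean replicate inhibition at least 50% and at least half of replicates individually reaching 50%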;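 note: exported cargo escapes ClpAP degradation while cytoplasmic cargo is degraded and loses fluorescence; 0% = median of neutral control wells and 100% = median of NaSCN control wells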
PfHsp90 yeast 2 = inhibits growth of yeast expressing Plasmodium falciparum Hsp90. inhibition, % at 9.4 µM. AID 504621. S. cerevisiae expressing PfHsp90, BacTiter-Glo ATP, 48 h; yeast lacking PDR1 and PDR3 efflux regulators. hit rate 0.32% among 310,000;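 active = every replicate shows inhibition above about 80%, whatever the replicate mean, limit read from the data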;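 note: 0% = DMSO neutral controls and 100% = 20 µM radicicol positive controls; yeast relying on Plasmodium falciparum Hsp90 in place of its own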
DSG3 Ab inh = inhibitors of pemphigus antibody binding to human desmoglein-3; binding (percent of control), % at 10 µM; hit rate 0.48% among 310,000; P32926; DSG3-coupled beads, scFv-anti-DSG3-GFP binding, flow cytometry; stronger effect = lower value; AID 588358;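 active = binding more than 3 SD below its plate's average and above zero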; note: some compounds called inactive have numbers as strong as hits
MOR-DOR ag = OPRM1-OPRD1 heterodimerization agonism. hit rate 0.3% among 340,000. AID 504326. activation, % at 9.3 µM. cells, luminescence; in the data active = activation above about 18%;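 note: 0% = vehicle-treated cells and 100% = reference agonist; values of inactives mirror those of a sister screen read the other way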
Target sequence (P35372 whole entry, looked up): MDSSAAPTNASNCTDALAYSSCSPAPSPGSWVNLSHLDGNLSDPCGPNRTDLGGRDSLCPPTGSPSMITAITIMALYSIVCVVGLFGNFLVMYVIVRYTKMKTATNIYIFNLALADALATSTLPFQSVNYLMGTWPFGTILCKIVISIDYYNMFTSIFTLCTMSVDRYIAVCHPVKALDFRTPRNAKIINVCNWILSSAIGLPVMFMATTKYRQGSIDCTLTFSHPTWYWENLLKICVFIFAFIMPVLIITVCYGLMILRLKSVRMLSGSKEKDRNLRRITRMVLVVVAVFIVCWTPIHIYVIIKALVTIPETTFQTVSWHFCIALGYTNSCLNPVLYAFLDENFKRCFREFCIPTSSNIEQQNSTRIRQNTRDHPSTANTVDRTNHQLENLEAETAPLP
Target sequence (P41143 whole entry, looked up): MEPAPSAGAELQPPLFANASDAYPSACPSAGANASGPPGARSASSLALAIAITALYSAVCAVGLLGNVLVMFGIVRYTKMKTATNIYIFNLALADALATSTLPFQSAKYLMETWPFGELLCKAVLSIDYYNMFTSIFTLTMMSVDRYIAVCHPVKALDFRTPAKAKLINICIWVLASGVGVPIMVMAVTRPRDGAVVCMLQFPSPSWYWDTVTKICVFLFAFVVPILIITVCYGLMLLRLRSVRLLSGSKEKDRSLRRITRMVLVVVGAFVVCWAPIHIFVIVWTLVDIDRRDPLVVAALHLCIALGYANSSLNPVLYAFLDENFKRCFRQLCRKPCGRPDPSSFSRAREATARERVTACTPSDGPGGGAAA
PKA-R1A act = activates the PKA-R1A holoenzyme complex | P00514+P68181 | PKA-R1A dissociation, Cy5-IP20 fluorescence polarization; scaled: DMSO 0%, 113 µM cGMP 100% | activation, % at 11.4 µM | hit rate 0.083% among 340,000 | AID 504707;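 active = percent activation above the mean of all tested compounds plus 3 SD, cut at about 19% in these data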;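 note: higher means more PKAc released from R1A so a rise in polarization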
MOR-DOR inv ag = mu-delta opioid heterodimer inverse agonism. inhibition, % at 9.3 µM. cell-based MOR-DOR heterodimer luminescence. hit rate 0.21% among 340,000. P35372+P41143; in the data active = inhibition above about 22%, passing the limit was not always enough;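 note: 0% = cells with DMSO and 100% = wells without cells with DMSO; values of inactives mirror those of a sister screen read the other way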
Arrestin-AP2 inh = human beta-arrestin and AP2 interaction inhibition. FITC-arrestin peptide / GST-AP2 beads, flow cytometry; AP2 beta2 appendage carries R879A mutation. inhibition, % at 10 µM. hit rate 0.31% among 340,000;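 active = inhibition above a set limit, near 3 SD of compounds lacking own fluorescence, cut at about 54% in these data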;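 note: plate controls were DMSO wells for no effect and 5 µM unlabelled arrestin peptide for full effect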
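Assay system: GST-AP2 R879A bound to glutathione beads, E. coli-expressed; Medium: PBS with 0.05% Tween 20 and 0.1% BSA; Also added: fluorescein-tagged arrestin peptide at 50 nM final; Timing: 12 min plus 1 h, RT; Measured by: flow cytometry, FL1 (488/535 nm); Evaluation: percent drop in bead-associated FITC signal.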
E coli growth = reduces bacterial viability in AddAB counter-screen. hit rate 0.27% among 330,000. inhibition, % at 11.9 µM. E. coli V3065 growth, OD600 absorbance, 18 h. AID 449728;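 active = inhibition above the campaign's mean inhibition across all tested compounds plus 3 SD, cut at about 9.9% in these data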;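 note: uninfected addAB+ strain grown without phage in ampicillin broth; 0% = DMSO wells and 100% = ciprofloxacin 0.95 µg/ml wells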
The depositor's hits bear a star; nt = no result given; & = joins results of further samples.

Structure,PfHsp90 yeast 2,MOR-DOR inv ag,Arrestin-AP2 inh,AddAB inh,DSG3 Ab inh,Mot1-301 SUMO,PKA-R1A act,phage Ecoli inh,MOR-DOR ag,E coli growth,Tat transport
CCOc1c(Br)ccc2c1sc1nc[nH]c(=O)c12,-31,-46,10,3.3,104,5,-3,2.1,11,0.4,2
O=C(OCc1cc(=O)oc2cc(O)ccc12)c1cc(S(=O)(=O)N2CCOCC2)ccc1F,-11,-3,7,0.0,100,-6,-2,1.0,0.6,-0.9,-5
CC(C)CCN1CCN(Cc2cccc(C(F)(F)F)c2)CC1CCO (centres undefined),12,17,30,2.9,103,nt,-6,-0.2,-3.3,0.5,-7
CC(CC(=O)Nc1ccc(F)cc1F)S(=O)(=O)c1ccc2c(c1)NC(=O)CO2 (centres undefined),0,16,-3,2.7,nt,66,-6,2.0,-3.0,-0.9,-7
Cc1ccc(CN(C(=O)C(F)(F)F)C(C(=O)NC2CCCCC2)c2ccco2)cc1 (centres undefined),1,-20,-9,-0.9,100,179,1,1.8,3.7,-0.1,4
O=S(=O)(NCCCN1CCOCC1)c1ccc2c(c1)OCCO2,-10,13,-3,4.9,103,-10,-3,3.1,-2.4,3.0,-3
O=C(CNC(=O)c1ccccc1)NCCCSc1ccccc1,-7,9,-3,-0.6,132,1,-15,2.9,-1.8,0.1,4
Nc1c(C(=O)NCCN2CCOCC2)c2nc3ccccc3nc2n1CCc1ccccc1F,3,-5,-7,-1.4,86,-1,-6,1.9,0.9,-2.3,9
Cc1cc2cc(OCC(=O)O)ccc2n1C,-13,-3,-3,2.2,nt,-4,10,2.1,0.6,0.5,0
Cc1ccc(C(=O)OCC(=O)N(C)c2c(N)n(Cc3ccccc3)c(=O)[nH]c2=O)s1,-3,4,-17,-1.2,105,21,-3,4.5,-0.7,0.4,0
COc1ccc(NCC(=O)N2CCCC2)cc1Cl,-5,4,8,2.8,96,757,0,4.3,-0.8,0.1,3
O=C(NC1CCCCC1)C(c1ccc2ncccc2c1)N(Cc1ccc(F)cc1)C(=O)c1ccc2c(c1)OCCO2 (centres undefined),-79,14,-9,2.1,97,14,10,3.6,-2.4,-1.4,6
O=C(O)c1ccccc1S(=O)(=O)NCC(O)COc1ccc(Br)cc1 (centres undefined),nt,1,-21,1.4,103,10,0,1.3,-0.1,0.3,1
O=C(CN1CCCN(Cc2ccc(F)cc2Cl)C1=O)NC1CCCCCC1,nt,-10,-3,-0.4,102,-9,-3,1.9,1.9,0.3,-5
N#Cc1ccccc1NC(=O)Nc1ccccc1,4,7,6,1.6,nt,-13,3,-1.2,-1.6,0.5,2
O=C(NCc1ccco1)c1ccc(C(F)(F)F)cc1,-3,nt,44,3.3,nt,54,nt,4.8,nt,2.3,-3
O=C(O)CCCn1cc(NC(=O)c2ccc(F)cc2)cn1,18,-4,-8,1.7,110,-6,2,3.1,0.7,0.2,-3
CCOc1ccc(-c2cc(CCCC(=O)NCc3ccc(C)cc3)no2)cc1,-9,-3,3,-2.4,103,94,3,1.7,0.5,-0.6,-8
C=CCN(CC=C)C(=O)C1CCN(S(=O)(=O)c2ccc(N3CCCC3=O)cc2)CC1,-13,6,6,0.2,96,-2,-8,1.3,-1.2,0.0,3
COc1ccccc1C(=O)C1CCCN(C(=O)c2cccc(-n3cccn3)c2)C1 (centres undefined),10,11,-6,3.0,89,nt,-6,-0.1,-2.1,-2.8,3
CC1=CC(C)(C)NC(=S)N1c1cccc(C)c1,-10&9,23&12,-15&-10,0.6,96&103,7,5&-3,2.4&1.9,-5.3&-2.2,1.1,-4&-3
COc1ccc(C(=O)NCC(=O)OCC(=O)N2CCc3ccccc32)cc1,-28,6,0,-0.2,105,-1,1,3.4,-1.1,1.0,-13
Cc1cc(NC(=O)CCC(=O)N(Cc2ccco2)C(C(=O)NCC2CCCO2)c2ccncc2)no1 (centres undefined),-7,8,-10,3.8,81,-8,-11,2.7,-1.5,-0.4,1
O=C(CN(C(=O)CNS(=O)(=O)c1ccc(F)cc1)c1cccc(F)c1)NCC1CCCO1 (centres undefined),-6,13,9,6.0,nt,18,7,0.9,-2.1,0.8,-1
COC(=O)Cc1csc(NC(=O)CSc2nnc3ccccn23)n1,4,11,1,-0.2,103,-2,-10,2.0,-1.5,0.7,2
Cc1ccc(C(=O)N/C(=C\c2ccccc2)C(=O)OCc2ccccc2)cc1,9,6,-1,-2.0,99,-4,-8,0.8,-0.8,-2.6,-2
CCOC(=O)c1coc(C(=O)OCC)c1C(=O)OCC,15,21,-1,nt,106,nt,18,2.9,-4.2,nt,4
O=C(NCC1CCCN(C2Cc3ccccc3C2)C1)c1cccs1 (centres undefined),-4,9,-8,3.7,94,36,-3,3.8,-1.6,0.9,1
Cc1ccc(N2C(=O)[C@@H]3[C@H](C2=O)C2c4ccccc4C=CN2[C@@H]3C(=O)c2ccco2)c(C)c1 (some centres undefined),1,-24,13,0.3,97,nt,-3,1.4,4.9,1.8,-19
CC12CCCC[C@@H]1CCC1C2CCC2(C)C1CC[C@@]2(O)CNCCO (some centres undefined),-14,2,9,-0.2,91,75,7,-0.9,-0.3,0.3,7
C=CCn1c(=N)c(C(=O)NCCCOC)cc2c(=O)n3cccc(C)c3nc21,21,4,4,1.8,nt,-8,-12,2.0,-0.7,1.1,-2
CCOC(=O)N=Nc1c(O)n(CC(=O)OC)c2ccccc12,9,3,7,1.3,83,-14,-2,2.0,-0.5,1.6,-3
COC(=O)c1ccc2c(c1)N(C)CCS2,-7,18,-1,2.1,107,-18,-4,3.6,-3.5,1.4,-19
COc1ccc(OC)c(CCNC(=O)C(C)n2nc(C)c3c(C)n(-c4ccc(C)cc4)nc3c2=O)c1 (centres undefined),-2,4,27,3.0,100,-9,-19,-2.0,-0.7,0.5,-10
Cc1csc(=NC(=O)c2ccccc2)n1C,nt,-1,2,0.0,92,158,4,3.7,0.3,-2.9,2
CC(O)(c1ccccc1)C(c1ccccc1)C1CCCCN1 (centres undefined),-55,2,-7,0.7,101,-28,-3,-3.2,-0.3,1.3,-2
O=C(CN(Cc1ccccc1Cl)C(=O)c1csnn1)NC1CCCC1,11,-4,50,-0.1,nt,368,6,0.3,0.6,-0.2,-1
Cc1ccc(CNC(=O)CCC(=O)N2CC(C)Oc3ccc(Cl)cc32)cc1 (centres undefined),-66,7,4,3.4,110,-28,-15,1.8,-1.1,0.8,8
O=C(Oc1cncc(Cl)c1)c1sccc1Cl,23,0,-7,2.0,102,-7,2,3.5,0.0,3.1,-6
CCC1Sc2ccccc2N(CC(=O)NCc2ccccc2OC)C1=O (centres undefined),9,-1,16,0.0,100,2,-1,3.7,0.1,-1.7,-3
C=CCn1c(-c2ccccc2)cc(SC)c(C#N)c1=O,-11,-3,7,0.3,104,-3,14,1.2,0.5,0.0,-7
O=C1CSC(=S)N1/N=C/c1c(F)cccc1F,3,-4,-5,4.9,nt,-3,-3,5.2,0.6,0.6,-1
COc1ccc(-c2noc(CCC(=O)N3CCN(c4ccccc4F)CC3)n2)cc1,2,6,10,0.4,98,nt,-8,1.0,-1.2,2.1,0
CC(=O)c1cccc(NC(=O)N2CCCC2C(=O)Nc2ccccc2C)c1 (centres undefined),-15,10,3,3.3,108,12,7,1.0,-2.1,-0.5,2
CCN(CC)Cc1cc(CCNC(=O)c2ccc(Cl)cc2)ccc1O,nt,3,2,-2.2,110,-2,-4,2.3,-0.6,-3.4,31
Cc1cc(N/N=C/c2cccc(F)c2)nc(NCc2ccccc2)n1,-2,-56,34,5.2,109,0,-1,3.1,11,2.6,6
COc1ccc(OC(=O)CN2C(=O)C3C4CCC(C4)C3C2=O)cc1 (centres undefined),0,-7,4,3.2,103,365,7,2.9,1.4,0.6,4
Fc1ccc(N2CCN(Cc3cn[nH]c3-c3ccccc3)CC2)cc1,31,7,-13,-1.5,111,-14,2,1.6,-1.4,-1.2,11
CC(=O)N(c1ccc(C)cc1)c1nc(C)cc(C)c1C#N,-13,12,-26,2.1,120,-12,4,3.4,-2.2,-1.2,-1
CCOC(=O)c1cc2c(ccn2C)n1CC(=O)N1CCN(c2ccc(F)cc2)CC1,nt,-4,0,-0.9,96,-25,-5,3.0,0.7,-0.4,-11
S=C(NCc1ccco1)N1CCN(Cc2ccc(Cl)cc2Cl)CC1,-9,-15,17,-0.4,104,41,8,1.7,2.7,1.9,2
C[C@@H]1C(=O)O[C@H]2C[C@@]34[C@H]5C[C@@H](C(C)(C)C)[C@]36[C@@H](OC(=O)[C@@H]6O)O[C@@]4(C(=O)O5)[C@]21O,19,4,5,-1.4,99,7,-5,2.0,-0.7,-0.9,-5
O=S(=O)(Nc1c(O)ccc2ccccc12)c1ccc(F)cc1,-7,-40,35,0.2,nt,-10,-9,0.2,8.1,-0.5,-4
N#Cc1ccc(NC(=O)C2=COCCO2)cc1,16,4,-3,0.9,95,1,-11,0.6,-1.0,2.5,-3
CCOC(=O)c1cc(-c2ccc(F)cc2)nc2c1c(=O)[nH]c(=O)n2Cc1ccccc1,-11,7,14,-0.6,nt,0,-3,-1.4,-1.2,-1.4,10
Cc1ccc(NS(=O)(=O)c2ccc3c(c2)NC(=O)CCS3)cc1C,13,-1,-3,0.0,nt,-3,-15,-0.3,0.1,-0.6,10
CN(C)CCCNc1ncnc2c1cnn2Cc1ccccc1Cl,3,14,23,nt,103,nt,-7,0.7,-2.9,nt,-1
COc1ccc([C@@H]2[C@@H]3C(=O)N(C(C)(C)C)C(=O)[C@@H]3[C@]3(C)C(=O)N(c4ccc(C)cc4)C(=O)N23)cc1,-13,4,7,0.3,99,21,-5,3.1,-0.8,2.1,1
Cc1cc(F)c(F)c(C(=O)N2C(C)CCCC2C)c1Cl (centres undefined),11,-8,11,0.8,97,-2,-4,4.3,1.7,2.5,1
Cc1ccc(S(=O)(=O)Nc2ccccc2)cc1[N+](=O)[O-],-25,-17,0,nt,120,nt,3,3.3,3.4,nt,6
C=CCNc1nc2c3ccccc3n(C(C)=O)c2s1,-4,14,-1,0.5,102,-22,3,3.5,-2.7,1.1,-4
